Compound activity as filed in PubChem.
Hsp70 inhibitors = small molecules displacing fluorescent ligand from Hsp70 – biochemical, fluorescence polarization, primary screen (AID 583); Hsp70 fluorescence polarization probe displacement, mP; higher % means a stronger effect; one-dose displacement, % at 20 µM; IC50 in µM for titrated hits; hit rate 0.06% among 140,000; in the data active = displacement above about 50%;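 also: plate controls were vehicle for no effect and reference ligand for full effect; a part of the inactive calls stands beside numbers as strong as those of hits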
Rat MKP-3 inhibitors = MKP-3 phosphatase inhibitors, primary screen, biochemical, rat enzyme, in vitro (AID 425); inhibition, % at 20 µM, or IC50 in µM where a hit was titrated; recombinant MKP-3 phosphatase activity, fluorescence; higher % means a stronger effect; hit rate 0.17% among 110,000; in the data active = inhibition above about 50%;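 also: plate controls were vehicle for no effect and reference inhibitor for full effect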
* = called active by the depositor; . = not tested or not shown; & = joins results of further samples. This is a subset (hit frequency here may not be typical).

Every second line gives: Rat MKP-3 inhibitors	Hsp70 inhibitors
- CC(C)(C)c1ccc(-c2nc(C#N)c(NCc3ccncc3)o2)cc1
→ -1.3%	-0.6%
- Cc1cc(C)c2cc(CN(CCO)Cc3nnnn3Cc3ccc(F)cc3)c(=O)[nH]c2c1
→ -3.4%	4.1%
- Cn1c(=O)c2c(nc(SCC(=O)NCc3ccco3)n2C)n(C)c1=O
→ -3.0%	1.2%
- CC(=O)N1c2ccc3ccccc3c2C2C=CCC2C1c1ccc(F)cc1 (configuration not stated)
→ 2.0%	5.5%
- COc1ccc(C(=O)NC(=O)N2CCCCC2)cc1
→ -7.5%	-1.2%
- O=c1/c(=C/c2ccc(OCCOc3ccc(Br)cc3)cc2)sc2nc3ccccc3n12
→ 1.9%	5.7%
- O=C1CC(SC(=NCc2ccc3c(c2)OCO3)Nc2ccccc2)C(=O)N1c1ccccc1 (configuration not stated)
→ .	3.4%
- COc1cc(/C=C2\SC(N)=NC2=O)cc(Br)c1OCc1cccc2ccccc12
→ 7.2%	-2.3%
- COC(=O)c1ccccc1NS(=O)(=O)c1ccc(F)cc1
→ -9.0%	1.2%
- Cc1ccccc1NC(=O)c1c(O)c2cccc3c2n(c1=O)CCC3
→ 3.9%	0.6%
- COc1ccc(Br)cc1CNC(=O)CCc1nc(-c2ccccc2F)no1
→ -6.2%	-5.5%
- CCSc1cc(C2C(C(=O)OC)=C(C)NC3=C2C(=O)CCC3)c(C)o1 (configuration not stated)
→ 3.7%	5.1%
- COc1cc(OC)c(C2Nc3ccccc3NC3=C2C(=O)CC(C)(C)C3)cc1OC (configuration not stated)
→ 2.0%	4.7%
- COc1cccc(NC(=O)CC2SC(=Nc3ccccc3)NC2=O)c1 (configuration not stated)
→ -6.6%	.
- COc1ccc(C2(C(=O)NCCCN(C)C)CCOCC2)cc1
→ -7.3%	1.3%

Next entries.
Every second line gives: Rat MKP-3 inhibitors	Hsp70 inhibitors
- NC(=O)C1CCN(C(=O)COc2ccccc2Cl)CC1
→ 1.6%	4.6%
- Cc1ccc(NC(=O)C2CCCN(S(=O)(=O)c3c(C)noc3C)C2)nc1 (configuration not stated)
→ -1.2%	8.4%
- COc1cccc(S(=O)(=O)N2CCOCC2)c1
→ .	7.3%
- CCN(CC)c1ccc(/C=C2\SC(=S)N(Cc3ccco3)C2=O)cc1
→ 7.4%	-126.6%
- Cc1cccc(N2C(=O)Cn3c2nc2c3c(=O)n(C)c(=O)n2C)c1
→ 2.2%	-2.0%
- CCn1c(C)nc2cc(S(=O)(=O)N3CCCC3)ccc21
→ 9.6%&-2.5%	3.0%&-3.2%
- Cc1ccc(-c2nc(-c3cccnc3)no2)cc1
→ -17.2%	-1.2%
- CCc1ccc(C(=O)CSc2ncn[nH]2)cc1
→ -5.8%	-3.2%
- Cn1ccnc1SCC(=O)n1c2c(c3ccccc31)CCCC2
→ 4.2%	1.5%
- CC1(C)N=C(c2ccccc2)C(=O)N1
→ .	-2.4%
- O=C(N/N=C/c1ccc([N+](=O)[O-])cc1)c1cc(-c2ccc(Cl)cc2)n[nH]1
→ 25.2%	2.2%
- CCN1C(=O)/C(=C\c2cn(Cc3ccccc3Cl)c3ccccc23)SC1=S
→ 3.0%	-0.7%
- CC(=O)c1cn(CC(=O)NCc2ccco2)c2ccccc12
→ .	1.1%
- CSc1nsc(SC)c1NC(=O)N1CCCC1
→ -1.4%	.
- COc1ccc(C2C(C(=O)N3CC(C)CC(C)C3)c3ccccc3C(=O)N2C)cc1 (configuration not stated)
→ 0.4%	-4.2%

Arranged by the number under Rat MKP-3 inhibitors (rising): some entries from above
Every second line gives: Rat MKP-3 inhibitors	Hsp70 inhibitors
- CSc1nsc(SC)c1NC(=O)N1CCCC1
→ -1.4%	.
- Cc1ccc(NC(=O)C2CCCN(S(=O)(=O)c3c(C)noc3C)C2)nc1 (configuration not stated)
→ -1.2%	8.4%
- CCN1C(=O)/C(=C\c2cn(Cc3ccccc3Cl)c3ccccc23)SC1=S
→ 3.0%	-0.7%
- CCN(CC)c1ccc(/C=C2\SC(=S)N(Cc3ccco3)C2=O)cc1
→ 7.4%	-126.6%
- O=C(N/N=C/c1ccc([N+](=O)[O-])cc1)c1cc(-c2ccc(Cl)cc2)n[nH]1
→ 25.2%	2.2%

(next part)
Every second line gives: Rat MKP-3 inhibitors	Hsp70 inhibitors
- Cc1cc(C)cc(NC(=O)CSc2nnc(-c3ccc(S(=O)(=O)N4CCCC4)cc3)o2)c1
→ -2.1%	1.4%
- Cc1cc(Cl)c(S(=O)(=O)N2CCCCCC2)cc1OCC(N)=O
→ -12.7%	2.3%
- CCOC(=O)N1CCC(N2Cc3cccc(C(=O)O)c3C2=O)CC1
→ -3.7%	2.6%
- O=C1N=C(N2CCCCC2)S/C1=C\c1ccc(F)cc1
→ 1.9%	-1.3%
- C=C(C)n1c(=O)[nH]c2ccccc21
→ -5.4%	-1.6%
- C=CCC1(N(C(C)=O)c2ccccc2C)CCCCC1
→ 2.0%	2.0%
- CCc1nnc(NC(=O)c2ccc(Br)o2)s1
→ 2.5%	-1.7%
- CC(C)N1C(=O)CCC1C(=O)NCCc1ccccc1 (configuration not stated)
→ 6.3%	-0.4%
- Cc1ccc(CNn2cnnc2SCC(=O)NC(C)(C)C)cc1
→ -7.3%	1.2%
- CN(Cc1ccccc1)C(=O)Nc1ccccc1
→ -6.4%	.
- CC1CCC2(CC1)NC(=S)N(c1ccccc1)N2 (configuration not stated)
→ .	4.4%
- CCOc1ccc(NC2CCN(C(C)=O)CC2)cc1
→ -3.5%	7.5%
- COc1ccccc1CN(Cc1nc2ccccc2c(=O)[nH]1)C(=O)Nc1ccccc1
→ -3.7%	0.8%
- Cc1ccc(S(=O)(=O)N2CCCC(C(=O)Nc3ccc(NC(=O)c4ccccn4)cc3)C2)cc1 (configuration not stated)
→ .	-0.8%
- CCCCC(CC)Cn1c2nc3ccccc3nc2c2c(=N)oc(C)nc21 (configuration not stated)
→ 17.1%	-28.8%

(next part)
Every second line gives: Rat MKP-3 inhibitors	Hsp70 inhibitors
- CC(=O)Oc1ccc2c(c1)OC(c1ccccc1)CC21CC(C)(C)NC(=S)N1 (configuration not stated)
→ .	0.9%
- O=C(O)CCc1ccc(-c2ccc(Br)cc2)o1
→ -4.4%	0.5%
- Cc1cccc(NC(=O)/C(=C\c2cccs2)NC(=O)c2ccccc2)c1
→ -7.8%	-0.5%
- CN1C(=O)CSc2ccc(NC(=O)NCCC3=CCCCC3)cc21
→ -4.9%	.
- CCc1ccc2oc(-c3cccc(NC(=O)c4ccccc4I)c3)nc2c1
→ 2.8%	2.1%
- CCOC(=O)c1c(C)n(OC)c2ccc3c(no[n+]3[O-])c12
→ .	-4.9%
- CCc1ccc(NC(=O)CN(c2cccc(Cl)c2)S(=O)(=O)c2ccccc2)cc1
→ -2.3%	-7.7%
- O=C(Cn1c2c(c(-c3ccccc3)cc1=O)CCCC2)N1CCCCCC1
→ 7.3%	2.7%
- CN(C)CCOC(=O)C12CC3CC(C1)CC(C(=O)OCCN(C)C)(C3)C2
→ -0.4%	3.2%
- O=C(Nc1ccc(O)cc1C(=O)O)c1cccc(Br)c1
→ -9.5%	0.5%
- Clc1ccc(C2=Nn3c(nnc3-c3n[nH]c4c3CCC4)SC2)cc1
→ 7.8%	-3.7%
- Fc1ccc(-c2nnc(-c3ccc(Br)o3)o2)cc1
→ 3.6%	3.3%
- Cn1c(C(O)c2ccc3c(c2)OCO3)nc2ccccc21 (configuration not stated)
→ 4.2%	6.5%
- COC(=O)c1c(C(=O)OC)c2oc3ccccc3n2c1Cl
→ -6.2%	-4.1%
- O=[N+]([O-])c1cc(Cl)ccc1N1CCN(S(=O)(=O)c2ccc(Cl)cc2)CC1
→ 4.6%	4.1%

(listing goes on)
Every second line gives: Rat MKP-3 inhibitors	Hsp70 inhibitors
- Clc1ccc(-c2nnc(SCc3nc4ccccc4[nH]3)o2)c(Cl)c1
→ .	1.5%
- COc1ccc(-c2nnc(-c3ccc(Br)o3)o2)cc1OC
→ -7.3%	0.7%
- Cc1cccc(N2CCN(C(=O)Cn3cccc3)CC2)c1C
→ -6.0%	1.4%
- COCCOC(=O)C1=C(C)NC(=O)NC1c1cn(-c2ccccc2)nc1-c1cccs1 (configuration not stated)
→ -6.3%	2.0%
- Cc1cccc(C(=O)N2CCCN(C(=O)c3cccc(C)c3)CC2)c1
→ .	0.3%
- Cc1cccc(OCc2nnc(SCC(=O)N3CCCC3)n2C)c1
→ -10.9%	1.8%
- O=C(CSc1nnc(-c2cccs2)n1-c1ccccc1)Nc1ccccc1
→ 9.0%	5.8%
- CCOC(=O)C1CCN(C=Nc2cc(C)on2)CC1
→ -1.6%	-1.3%
- Cc1ccc(SCCC(=O)NC(C)C)cc1
→ .	0.8%
- O=S(=O)(NCc1ccccc1)c1cnc[nH]1
→ -1.3%	2.8%
- Cc1ccc(Cl)c(OCCN2CCOCC2)c1
→ 4.8%	-2.3%
- OCCNCC(O)Cn1c2ccc(I)cc2c2cc(I)ccc21 (configuration not stated)
→ 0.3%	-0.7%
- COC(=O)CSc1nnc(-c2ccccc2)c(-c2ccccc2)n1
→ 2.0%	2.5%
- COCCNC(=O)c1nn2c(C(F)(F)F)cc(-c3cccs3)nc2c1Cl
→ 1.5%	2.3%
- O=C(O)c1cc2ccccc2c(=O)s1
→ .	4.6%

Next part
Every second line gives: Rat MKP-3 inhibitors	Hsp70 inhibitors
- CC1=C(C(=O)OCCc2ccccc2)C(c2cccc(Cl)c2)CC(=O)N1 (configuration not stated)
→ -1.5%	-2.6%
- CCC(C)C(NC(=O)c1ccccc1NC(=O)c1ccco1)C(=O)O (configuration not stated)
→ 0.5%	-2.4%
- Cc1ccc(-c2nc3ncccn3c2NC(=O)C2CC2)cc1
→ 3.6%	-1.8%
- CCN(CC)CCN1C(=O)C(=O)/C(=C(/O)c2cnn(-c3ccccc3)c2C)C1c1cccnc1 (configuration not stated)
→ -8.2%	-1.4%
- COc1ccc(N2CCN(C(c3cccs3)C(C)NC(=O)c3ccco3)CC2)cc1 (configuration not stated)
→ -1.4%	8.0%
- O=C(NCc1ccccc1Cl)c1cnc2n(c1=O)CCS2
→ 0.0%	-2.7%
- CC(C)N=C(NS(=O)(=O)c1ccccc1)c1ccccc1
→ -11.2%	-0.4%
- CCCCn1c(/N=C/c2ccc(OC)c3cccc(OC)c23)nc2ccccc21
→ 0.2%	-0.2%
- COc1ccc(-c2nc3c(c(=O)n(C)c(=O)n3C)n2CC2CC(c3ccccc3)=NO2)cc1OC (configuration not stated)
→ 3.3%	3.7%
- O=C(CCC(=O)N(c1ccccc1)C(C(=O)NC1CCCC1)c1ccncc1)Nc1cccnc1 (configuration not stated)
→ 1.6%	6.2%
- CC(C)(C)c1ccc(C(=O)Nc2ccc(Br)cn2)cc1
→ 1.6%	-7.7%
- CCOc1cc(/C=C2/SC(=S)NC2=O)ccc1OC(=O)c1ccco1
→ 0.0%	5.4%
- COc1ccc(NC(=O)c2cc3ccccc3o2)cc1OC
→ 3.0%	-1.6%
- CCOc1ccc(CCNC(=O)c2cc3sccc3n2C)cc1OCC
→ -8.7%	6.8%
- Cc1nc2ccccc2nc1CSc1nnc(N)s1
→ .	4.8%

Following part
Every second line gives: Rat MKP-3 inhibitors	Hsp70 inhibitors
- COc1ccc(C(=O)N2CCN(Cc3ccccc3C)CC2)cc1OC
→ 0.0%&3.1%	1.6%&0.8%
- CCCc1ncc(C(O)c2cccc(OC)c2OC)n1C (configuration not stated)
→ -12.9%&0.2%	1.4%&-5.8%
- O=C(O)CN(Cc1ccco1)S(=O)(=O)c1ccc(F)cc1
→ 6.2%	-5.0%
- CCOc1cc(C(=S)N2CCOCC2)ccc1OC(=O)Cc1ccccc1
→ 0.6%	6.4%
- C/C(=N\NC(=O)c1n[nH]c2c1CCCC2)c1ccc([N+](=O)[O-])cc1
→ 1.0%	1.2%
- NC1=NC(=O)/C(=C\c2cccc(OCc3ccccc3)c2)S1
→ 4.2%	-9.1%
- COn1c(SC(C)C)nc2ccccc2c1=O
→ .	-1.7%
- Cc1nc2sc(C(c3ccc(Cl)cc3)N3CCN(C(=O)c4ccco4)CC3)c(O)n2n1 (configuration not stated)
→ -1.1%	9.1%
- CC(C)C(NC(=O)CN1C(=O)c2ccccc2S1(=O)=O)C(C)C
→ 2.7%	-5.2%
- NC(=O)c1c(NC(=O)CCCC(=O)O)sc2c1CCCCC2
→ 3.3%	10.6%
- CCC(C)NC(=O)c1ccccc1NC(=O)c1ccccc1N(C)S(C)(=O)=O (configuration not stated)
→ .	6.3%
- Cc1csc(NC(=O)CSc2nncn2C)n1
→ -3.1%	0.6%
- CCCCn1c(=NC(=O)c2cccnc2)c(C#N)cc2c(=O)n3cccc(C)c3nc21
→ .	5.6%
- O=C(CN1C(=O)c2cccc3cccc1c23)Nc1ccc(S(=O)(=O)Nc2nccs2)cc1
→ .	-2.5%
- CCc1cc(=O)oc2cc(OCC(N)=O)ccc12
→ 5.0%	-2.7%

Other structures:
Every second line gives: Rat MKP-3 inhibitors	Hsp70 inhibitors
- O=C(Nc1ccc(Cl)cn1)c1ccc(I)cc1
→ -5.4%	0.3%
- Cc1cc(=O)oc2c(C)c(O)c(C(=O)c3ccccc3)cc12
→ -1.8%	-1.6%
- COc1ccccc1C(=O)N1CCN(Cc2ccccc2F)CC1
→ 1.6%	-3.9%
- O=C(O)CNc1nc(-c2ccccc2)nc2ccccc12
→ .	-0.2%
- COc1cccc(Nc2ncccc2C(=O)O)c1
→ 4.1%	3.5%
- Cc1ccc(N(CC(=O)NCC2CCCO2)S(C)(=O)=O)cc1Cl (configuration not stated)
→ -0.4%	3.6%
- CC(NC(=O)C(O)CN1CCOCC1)C1COc2ccccc2O1 (configuration not stated)
→ -2.7%	0.1%
- COC(=O)c1cc2sc(Cl)cc2n1CC(=O)Nc1ccc(OC)c(OC)c1OC
→ -2.5%	4.2%
- CC1CC(C)(C)NCCNC(C)CC(C)(C)NCCN1 (configuration not stated)
→ -14.8%&3.2%	-1.6%&-3.3%
- Cn1c(=O)c2c(nc(CN3CCN(c4ccccc4F)CC3)n2CCCc2ccccc2)n(C)c1=O
→ .	1.2%
